# TMEM16A inh: mouse TMEM16A channel inhibition, primary screen; HEK293 TMEM16A/YFP iodide influx fluorescence, ionomycin; normalized B-score (activity score, 25-100; higher = stronger inhibition) at 10 µM; 1.2% of 310,000 active; Q8BHY3;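 active means ratio plate-corrected score three or more library SD toward inhibition, starting fluorescence score within five deviations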;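 further: score derived from kinetic fluorescence span divided by baseline fluorescence per well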
# DYRK1A inh: inhibitors of rat Dyrk1A kinase | 0.43% of 310,000 active | ADP-Glo luminescence, NFATc1 peptide | inhibition, % at 12.5 µM; in the data active means inhibition above about 50%;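 further: plate controls were vehicle with enzyme for no effect and no enzyme for full effect; many of its hits are not listed in these tables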
# KCNQ1 block: human KCNQ1 channel inhibition; AID 2642; B-score at 10 µM; CHO-K1 KCNQ1, FluxOR thallium flux fluorescence; stronger effect = higher value; 1.3% of 310,000 active;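 active means compounds whose thallium flux B-score, printed positive for inhibition, exceeds three library SD while starting fluorescence stays within three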;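 further: channel opened by potassium depolarization with thallium stimulus after 20 min compound exposure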
# Target sequence (P51787 whole entry, looked up): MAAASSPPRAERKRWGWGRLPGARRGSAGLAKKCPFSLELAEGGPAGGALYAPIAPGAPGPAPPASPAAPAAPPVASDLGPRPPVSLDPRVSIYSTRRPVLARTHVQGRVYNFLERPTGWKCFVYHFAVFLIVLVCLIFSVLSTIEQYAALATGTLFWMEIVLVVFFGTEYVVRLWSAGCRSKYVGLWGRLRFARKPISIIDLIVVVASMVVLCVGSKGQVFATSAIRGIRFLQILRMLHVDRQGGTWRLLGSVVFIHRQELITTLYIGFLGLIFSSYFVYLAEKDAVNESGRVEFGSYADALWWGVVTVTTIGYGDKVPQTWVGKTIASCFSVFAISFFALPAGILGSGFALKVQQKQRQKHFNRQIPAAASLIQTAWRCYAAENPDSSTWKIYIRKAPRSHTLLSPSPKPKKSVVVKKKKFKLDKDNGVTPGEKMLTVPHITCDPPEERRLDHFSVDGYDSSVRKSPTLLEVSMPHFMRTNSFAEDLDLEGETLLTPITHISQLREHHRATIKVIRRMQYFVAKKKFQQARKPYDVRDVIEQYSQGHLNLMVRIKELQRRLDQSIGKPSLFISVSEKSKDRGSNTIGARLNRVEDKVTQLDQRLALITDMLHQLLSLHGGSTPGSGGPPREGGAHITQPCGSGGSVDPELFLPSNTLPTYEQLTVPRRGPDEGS
# TRPC4 PAM: allosteric potentiators of mouse TRPC4 channel; B-score at 10 µM; AID 2227; 0.42% of 310,000 active; HEK293 TRPC4beta/mu-opioid, DAMGO EC20, Fluo-4 Ca2+ flux; stronger effect = higher value; Q9QUQ5;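 active means B-score of calcium response area above 5 SD of library B-scores, with initial fluorescence ratio within 5 SD of library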;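 further: B-score of integrated fluorescence ratio over time as area under calcium response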
# KCNK3 block: human KCNK3 channel inhibition, primary screen | 0.84% of 340,000 active | CHO-KCNK3 thallium flux, FluxOR fluorescence; stronger effect = lower value | B-score at 10 µM | O14649;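 active means B-score under library mean minus 4 SD, starting fluorescence ratio at most library mean plus 5 SD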;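 further: more negative B-score means stronger inhibition of thallium flux through KCNK3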
# Target sequence (O14649 whole entry, looked up): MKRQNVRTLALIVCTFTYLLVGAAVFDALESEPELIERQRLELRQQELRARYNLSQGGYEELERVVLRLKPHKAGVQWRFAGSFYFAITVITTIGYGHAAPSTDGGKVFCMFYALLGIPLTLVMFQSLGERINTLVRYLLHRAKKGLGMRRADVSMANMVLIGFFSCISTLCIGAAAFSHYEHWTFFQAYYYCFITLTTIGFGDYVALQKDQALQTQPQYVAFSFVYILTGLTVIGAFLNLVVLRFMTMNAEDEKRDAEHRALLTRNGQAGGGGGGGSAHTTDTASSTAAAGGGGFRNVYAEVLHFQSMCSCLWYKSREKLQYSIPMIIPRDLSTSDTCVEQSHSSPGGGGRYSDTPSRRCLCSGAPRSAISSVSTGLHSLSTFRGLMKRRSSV
# HDAC3 inh: human HDAC3 inhibition; 0.15% of 320,000 active; inhibition, % at 8.3 µM; O15379; recombinant HDAC3, fluorogenic peptide/trypsin coupled, fluorescence; in the data active means inhibition above about 26%, passing the limit was not always enough; inconclusive means no clear call, values can overlap the other calls
# TRPC4 agonist: opens the mouse TRPC4 cation channel | 0.49% of 310,000 active | HEK293 TRPC4beta/mu-opioid, Fluo4 calcium fluorescence; stronger effect = higher value | B-score at 10 µM | AID 2237;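 active means B-score above 5 SD of library B-scores, and initial fluorescence ratio not above library mean plus 5 SD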;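 further: positive B-score marks a calcium rise read as TRPC4 activation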
#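 System: HEK293 cells stably co-expressing mouse TRPC4beta and mu-opioid receptor; Schedule: Fluo4 dye loading 45 min at room temperature, 110 s recording; Detection: Fluo4 fluorescence, kinetic; Evaluation: B-scored integrated calcium fluorescence ratio; Controls: buffer (low) and maximal DAMGO (high).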
# KCNQ1 act: potentiates or activates the human KCNQ1 potassium channel | P51787 | CHO-K1 KCNQ1, thallium flux FluxOR fluorescence; stronger effect = higher value | B-score at 10 µM | 0.35% of 310,000 active;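 active means fluorescence ratio B-score, a plate-corrected score, at least three library SD, with initial intensity B-score within 5 SD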
#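 assay system = CHO-K1 cells stably expressing KCNQ1 | medium = assay buffer, equal DMSO in all wells | timing = 37 °C overnight plating, 90-min dark dye load, 20-min compound pretreatment | measured by = kinetic FluxOR thallium fluorescence, 10-s 1-Hz baseline, 110-s post-stimulus read | measure = fluorescence change relative to baseline, converted to B score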
# ANO1 activ: mouse TMEM16A channel activation, primary screen. 0.3% of 340,000 active. Q8BHY3. HEK293 TMEM16A/YFP-H148Q/I152L, iodide quench fluorescence; stronger effect = lower value. B-score at 10 µM;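 active means fluorescence-ratio B-score plate-corrected deviation score at least 3 library SD below zero, with starting fluorescence score within 5 deviations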;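 further: channel opened by trigger with iodide after compound preincubation; score built on the fluorescence ratio of max minus min over baseline; more negative score means more quench and so TMEM16A activation or potentiation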
# KCNK9 inh: blocks the human KCNK9 two-pore domain potassium channel. Q9NPC2. HEK293 KCNK9, FluxOR thallium flux fluorescence; stronger effect = lower value. B-score at 10 µM. 1.2% of 310,000 active. AID 488922;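 active means ratio B-score over 3 SD below the library mean, with starting fluorescence within 5 SD of its mean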;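 further: negative B-score means less thallium flux so channel inhibition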
# hERG protect: compounds protecting human hERG from proarrhythmic drug block; Q12809; CHO-hERG, FluxOR thallium flux, dofetilide IC70 present; activation (rescue from dofetilide block), less the hit threshold, % at 10 µM; 0.51% of 310,000 active;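 active means activation above the mean of controls blocked by dofetilide plus 5 SD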;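 further: thallium influx through hERG after potassium depolarization seen as dye fluorescence rise; in these data hits start at about 4.7%; inactives centre near -7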
# * marks the source's active call; other numbers are inactive results; i = inactive; ? = inconclusive; . = not tested or not shown.
SMILES,TMEM16A inh,DYRK1A inh,KCNQ1 block,TRPC4 PAM,KCNK3 block,HDAC3 inh,TRPC4 agonist,KCNQ1 act,ANO1 activ,KCNK9 inh,hERG protect
CCCC(c1nnnn1CS(=O)(=O)c1ccc(C)cc1)N1CCN(C2CCCC2)CC1 (stereo not given),i,1,i,i,i,2,i,i,i,i,-8
CCOC(=O)[C@@H]1[C@H]2COc3ccc(Br)cc3[C@@H]2N2C(=O)N(c3cccc(Cl)c3)C(=O)[C@]12C,i,16,i,i,i,0,i,i,i,i,-5
CC(C)C(OC(=O)/C=C/c1ccc2c(c1)OCO2)C(=O)NC(N)=O (stereo not given),i,.,i,i,i,0,i,i,i,i,-6
O=C(CNCC1CCCCC1)Nc1ccccc1N1CCCCC1,i,-2,i,i,i,0,i,i,i,i,-16
CCN(CC)C(=O)c1ccccc1NC(=O)c1ccccc1SC,i,-6,i,i,i,-6,i,i,i,i,-5
CC1(OC(=O)CCc2ccccc2)C(=O)C=C2C=C(c3ccc(C#N)cc3)N(C3CC3)C=C2C1=O (stereo not given),i,5,i,i,i,1,i,i,i,i,-14
O=C(NCCOCC(F)(F)C(F)F)c1cc(F)c(F)cc1Cl,i,-1,i,i,i,4,i,i,i,i,-12
O=C(O)c1ccccc1/C=N/NC(=O)c1cc(-c2ccco2)nc2ccccc12,i,9,i,i,i,.,i,i,i,i,-5
COc1ccc(C(=O)COc2cccc(NC(=O)c3ccco3)c2)cc1,i,4,i,i,i,5,i,i,i,i,-15
CCOC(=O)C1=NOC(C(=O)NN(C)c2ncc(C(F)(F)F)cc2Cl)C1 (stereo not given),i,-8,i,i,i,13,i,i,i,i,-5
CSc1nc2nc3c(cc2c(=O)n1-c1cccc(C)c1)COC(C)(C)C3,i,.,i,i,i,2,i,i,i,i,-5
Cc1cc(C)c(C(=O)COC(=O)Cn2cnnn2)cc1C,i,3,i,i,i,5,i,i,i,i,-5
CCCn1c(SCC(=O)Nc2cc(C)on2)nc2c1c(=O)n(C)c(=O)n2C,i,5,i,i,i,-2,i,i,i,i,-9
COc1cc(NC(=S)NCc2ccc(S(N)(=O)=O)cc2)cc(OC)c1,i,-2,i,i,i,-10,i,i,i,i,-10
CCOC(=O)CSc1nc2ccc(C)cc2cc1C#N,i,-3,i,i,i,1,i,i,i,i,-8
COc1cccc(OC)c1C(=O)OCC(=O)/C(C#N)=C(\C)N,i,-3,i,i,i,0,i,i,i,i,-15
COc1ccccc1-n1c(=S)sc2c(=O)n(Cc3ccco3)c(SC)nc21,i,9,9*,i,i,-5,i,i,i,i,-13
O=C(NS(=O)(=O)c1ccccc1)c1ccccc1,i,3,i,i,i,4,i,i,i,i,-23
Cc1c(C(=O)N2CCCCC2)c(S(=O)(=O)NCc2ccc(Cl)cc2)c(C)n1C,i,3,i,i,i,-3,i,i,i,i,-5
O=C1CCC(C(=O)N2CCN(c3cnccn3)CC2)CN1CCc1ccc(Cl)cc1 (stereo not given),.,-4,i,i,i,.,i,i,i,i,-4
COC(=O)c1cccc(Oc2cccc(Cl)n2)c1,i,1,i,i,i,-1,i,i,i,i,-5
C=CCOC(=O)C1=C(C)NC(SCC(=O)OCC)=C(C#N)C1c1ccc(O)c(OC)c1 (stereo not given),.,-5,i,i,i,.,i,i,i,i,-14
CCc1cccc(C)c1NC(=O)CSc1nc(-c2ccccc2F)nc2nc[nH]c12,i,-1,i,i,i,4,i,i,i,i,-9
O=C(CN1C(=O)c2ccccc2S1(=O)=O)c1ccc(Cl)cc1Cl,i,5,i,i,i,2,i,i,i,i,-3
CCOC(=O)/C=C/C(=O)OCC(=O)Nc1cccc(Br)c1,i,.,i,i,i,-5,i,i,i,i,-1
O=C(Nc1cccc2nsnc12)c1ccc2c(c1)OCCO2,i,15,i,i,i,-2,i,i,i,i,-8
COc1ccc(C(O)P(=O)(O)CCc2ccccc2)cc1 (stereo not given),i,-7,i,i,i,1,i,i,i,i,-11
O=C(NC1CC2CCC1C2)C1COc2ccccc2O1 (stereo not given),i,10,i,i,i,?,i,i,i,i,-6
O=C1N(Cc2cccnc2)C[C@@H]2C[C@@H](c3ccc(-c4ccccc4)cc3)N3CCC[C@@]123,i,-3,i,i,i,2,i,i,i,i,-2
Cc1ccc2c(c1)N(CC(=O)NCc1ccco1)C(=O)CO2,i,-13,i,i,i,1,i,i,i,i,-6

# Another view of some results above:
COC(=O)c1cccc(Oc2cccc(Cl)n2)c1
  TMEM16A inh: i	DYRK1A inh: 1	KCNQ1 block: i	TRPC4 PAM: i	KCNK3 block: i	HDAC3 inh: -1	TRPC4 agonist: i	KCNQ1 act: i	ANO1 activ: i	KCNK9 inh: i	hERG protect: -5

O=C(CN1C(=O)c2ccccc2S1(=O)=O)c1ccc(Cl)cc1Cl
  TMEM16A inh: i	DYRK1A inh: 5	KCNQ1 block: i	TRPC4 PAM: i	KCNK3 block: i	HDAC3 inh: 2	TRPC4 agonist: i	KCNQ1 act: i	ANO1 activ: i	KCNK9 inh: i	hERG protect: -3

# (cont.)
SMILES,TMEM16A inh,DYRK1A inh,KCNQ1 block,TRPC4 PAM,KCNK3 block,HDAC3 inh,TRPC4 agonist,KCNQ1 act,ANO1 activ,KCNK9 inh,hERG protect
O=C(O)c1ccccc1N1C(=O)c2cccc3cccc(c23)C1=O,i,1,i,i,i,-1,i,i,i,i,-4
COC(=O)c1cc(OC)c(OC)cc1NC(=O)Nc1ccc(OC)cc1OC,i,-8,i,i,i,6,i,i,i,i,-4
CCCn1c(CN2CCN(C(=O)c3ccco3)CC2)nc2c1c(=O)n(C)c(=O)n2C,i,3,i,i,i,-3,i,i,i,i,-4
O=C(COC(=O)C1CCN(c2ccc(C(F)(F)F)cn2)CC1)Nc1cc(F)ccc1F,i,-6,i,i,i,?,i,i,i,i,-10
CCOC(=O)/C=C/c1ccc2c(c1)S(=O)(=O)N(Cc1ccc(OC)cc1)[C@H]2CC(=O)OCC,i,-5,i,i,i,2,i,i,i,i,-9
Cc1ccc(C(=O)C(C)OC(=O)Cn2[nH]c(=O)c3ccccc3c2=O)cc1C (stereo not given),i,2,i,i,i,-6,i,i,i,i,-13
COC(=O)c1ccc(COc2cc([N+](=O)[O-])cc3cccnc23)o1,i,-3,i,i,i,-4,i,i,i,i,-1
CN(C)CCCn1c(SCC(=O)Nc2nc(-c3cccc(Br)c3)cs2)nc2ccccc2c1=O,i,-5,i,i,i,12,i,i,i,i,-24
O=C(Cn1cncn1)c1ccccc1,i,-1,i,i,i,-2,i,i,i,i,-13
COc1ccc(N(C)S(=O)(=O)c2ccc3c(c2)NC(=O)CO3)c(OC)c1,i,1,i,i,i,.,i,i,i,i,-11
O=C(NCCCn1ccnc1)C(=O)NC1CCCCC1,i,.,i,i,i,0,i,i,i,i,-3
CCN(CC)S(=O)(=O)c1cc(C)ccc1NC(=S)Nc1cccnc1,25*,5,10*,i,i,9,i,i,i,i,-13
O=C(NC1CCN(C(=O)Nc2ccccc2)CC1)C1CCCCC1,i,5,i,i,i,0,i,i,i,i,-7
O=C(NCc1ccc[n+](CCCCS(=O)(=O)[O-])c1)c1ccc(OC(F)F)cc1,i,.,i,i,.,-1,i,i,.,i,-3
C[C@@H](NC(=O)[C@@H]1Cc2ccccc2CN1)C(=O)Nc1ccc2c(c1)OCO2,i,-2,i,i,i,3,i,i,i,i,-4
Cc1cccc(N(C(=O)Nc2ccc(Cl)cc2)C2=NCC(C)S2)n1 (stereo not given),i,.,i,i,i,-2,i,i,i,i,-9
Cc1cccc(CC(=O)N2CCC(N3CCC(C(=O)N4CCOCC4)CC3)CC2)c1,i,-7,i,i,i,-8,i,i,i,i,-14
CC(C)(C)NC(=O)Cn1cnc2cc([N+](=O)[O-])ccc2c1=O,i,.,i,i,i,3,i,i,i,i,-10
Cc1cc(NC(=S)N(CCN2CCOCC2)Cc2ccccc2F)ccc1Cl,i,0,i,i,i,-3,i,i,i,i,-12
CC(=O)Nc1ccc(NC(=O)C(C)OC(=O)CC2CCCC2)cc1 (stereo not given),i,12,i,i,i,5,i,i,i,i,-7
Cc1ccc(S(=O)(=O)N2CCC3(CC2)OCCO3)s1,i,-2,i,i,i,6,i,i,i,i,-4
CC(=O)c1c(-c2ccccc2)c2ccccc2[nH]c1=O,i,.,i,i,i,.,i,i,i,i,-9
CCOC(=O)/C=C/C(=O)N1CCc2ccccc21,i,4,i,i,i,3,i,i,i,i,-6
Cc1ccc(S(=O)(=O)N(CC(=O)NCc2cccnc2)C2CCCCC2)cc1,i,-8,i,i,i,-1,i,i,i,i,-10
O=c1oc2cccnc2n1CCS(=O)(=O)c1ccc(F)cc1,i,-3,i,i,i,-17,i,i,i,i,-5
CCC(C)(C)NC(=O)/C=C/c1ccccc1[N+](=O)[O-],i,.,i,i,i,-6,i,i,i,i,-10
O=C(c1cccc(OC2CCN(C3CCCC3)CC2)c1)N1CCCCCCC1,i,.,i,i,i,7,i,i,i,i,-2
CC(C)(c1ccccc1)c1ccc(OCC(O)CNC2CCN(Cc3ccccc3)CC2)cc1 (stereo not given),100*,10,8*,i,i,18,92*,i,i,-7.5*,-30
CCOC(=O)c1sc(NC(=O)c2ccco2)c(C#N)c1C,i,-11,i,i,i,-2,i,i,i,i,-5
COc1ccc(C(=O)NNC(=O)OC(C)(C)C)cc1,i,7,i,i,i,-3,i,i,i,i,-13
Cc1cc(C(=O)OCC(=O)Nc2cccc(S(=O)(=O)N(C)C)c2)c2ccccc2n1,i,3,i,i,i,7,i,i,i,i,-7
Cc1cccc(C)c1NC(=S)NC(=O)c1ccccc1F,i,-4,i,i,i,0,i,i,i,i,-2
COC(=O)COc1ccc(Oc2cc(C)nc(SC)n2)nn1,i,0,i,i,i,1,i,i,i,i,-7
CC1CCc2c(cnc3ncnn23)C1 (stereo not given),i,-2,i,i,i,-5,i,i,i,i,-17
Cc1cc(S(=O)(=O)Cc2noc(-c3c(C)noc3C)n2)c(C)cc1Cl,i,.,i,i,i,-5,i,i,i,i,-1
Nc1cccc2c1C(=O)N(Cc1cccc(Cl)c1)C2=O,i,17,i,i,i,-11,i,i,i,i,-17
CCn1cc(C(=O)O)c(=O)c2cnc(N3CCN(C(=S)Nc4ccccc4)CC3)nc21,i,4,i,i,i,.,i,i,i,i,-8
CC1=NN(c2ccc(C)c(C)c2)C(=O)/C1=C\C=C\c1ccc([N+](=O)[O-])o1,i,-1,i,i,i,11,i,i,i,i,-4
CCN(CC)CC(=O)Nc1c(Br)ccc2c1OCO2,i,3,i,i,i,.,i,i,i,i,-2
O=C1c2ccsc2SCCN1Cc1ccccc1Cl,i,2,i,i,i,0,i,i,i,i,-17

# An excerpt; count on the stated rates, not on these rows.
